FN deposition inh: inhibitors of fibronectin matrix deposition, primary screen, AH1F cells, Alexa488-fibronectin fluorescence, plate reader; AH1F fibroblasts, overnight; inhibition, % at 12.6 µM; AID 743247, 2014; 0.086% of 350,000 active;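 active = mean inhibition across replicates of 30% or more, regardless of how many single replicates reach that level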;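 note: positive control wells lacked labelled fibronectin entirely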
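test system = AH1F fibroblasts assembling fluorescent fibronectin matrix | quantity = 10000 AH1F cells per well | buffer or medium = DMEM plus 2% serum, read in PBS | doses = single dose, pinned | incubation = 1 h cell attachment, overnight exposure to compound and label | detection = fluorescence at 485 nm excitation, 525 nm emission | read-out basis = inhibition from reduced deposited-fibronectin fluorescence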
PglD inh: C. jejuni PglD acetyltransferase inhibitors, primary screen, biochemical, DTNB colorimetric, single point; 0.098% of 360,000 active; purified PglD enzyme, DTNB colorimetric CoA detection; AID 602405, 2012; inhibition, % at 12.5 µM; in the data active = inhibition above about 16%, passing the limit was not always enough; note: strong numbers were not always called active
ERAP1 inh: human ERAP1 aminopeptidase inhibitors, primary screen, biochemical, single point, plate reader; 0.15% of 340,000 active; AID 652197, 2013; inhibition, % at 10.7 µM; recombinant ERAP1, Leu-AMC fluorescence, 60 min; Endoplasmic reticulum aminopeptidase 1 (Homo sapiens), Q9NZ08;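 active = mean replicate inhibition of at least 30%, or all replicates individually reaching that 30% level; inactive = mean below 30% and not every replicate reaching it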;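 note: 0% = neutral control wells and 100% = L-leucinethiol positive control wells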
Target sequence (Q9NZ08 whole entry, looked up): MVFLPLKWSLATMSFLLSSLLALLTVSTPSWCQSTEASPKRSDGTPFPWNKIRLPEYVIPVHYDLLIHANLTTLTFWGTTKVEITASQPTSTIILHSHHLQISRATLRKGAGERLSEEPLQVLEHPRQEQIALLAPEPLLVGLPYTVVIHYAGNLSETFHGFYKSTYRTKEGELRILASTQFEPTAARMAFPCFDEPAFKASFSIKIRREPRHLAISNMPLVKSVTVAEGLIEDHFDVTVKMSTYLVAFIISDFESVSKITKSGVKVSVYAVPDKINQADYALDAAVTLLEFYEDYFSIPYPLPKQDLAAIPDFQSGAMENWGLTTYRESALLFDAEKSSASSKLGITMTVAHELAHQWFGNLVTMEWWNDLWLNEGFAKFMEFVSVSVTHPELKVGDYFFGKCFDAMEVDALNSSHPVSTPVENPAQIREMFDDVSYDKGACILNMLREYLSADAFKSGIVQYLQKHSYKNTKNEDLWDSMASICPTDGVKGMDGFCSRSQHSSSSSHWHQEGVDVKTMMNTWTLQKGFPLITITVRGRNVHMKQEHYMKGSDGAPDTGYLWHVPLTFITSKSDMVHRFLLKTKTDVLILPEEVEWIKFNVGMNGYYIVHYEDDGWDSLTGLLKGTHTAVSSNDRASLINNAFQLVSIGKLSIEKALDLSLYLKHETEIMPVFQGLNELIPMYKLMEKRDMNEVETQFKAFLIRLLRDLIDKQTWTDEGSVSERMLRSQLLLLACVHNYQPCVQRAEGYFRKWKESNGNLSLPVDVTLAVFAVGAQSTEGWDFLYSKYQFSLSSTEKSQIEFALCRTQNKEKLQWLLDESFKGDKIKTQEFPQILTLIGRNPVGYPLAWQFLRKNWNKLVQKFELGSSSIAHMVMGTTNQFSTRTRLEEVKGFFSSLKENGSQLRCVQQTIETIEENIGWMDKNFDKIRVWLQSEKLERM
LGR2 antag: inhibitors of bursicon-induced LGR2 CRE-luciferase signal, primary screen, cell-based, HEK293, CRE-luciferase reporter, bursicon stimulation. bursicon-stimulated, 4 h. Drosophila bursicon receptor LGR2 (rickets). 0.35% of 380,000 active. AID 720647, 2013. inhibition, % at 9.99 µM;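 active = drop in luminescence signal, shown as inhibition above about 50% in the replicate tests, limit read from the data, passing the limit was not always enough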;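 note: agonist challenge used bursicon conditioned medium at about half maximal strength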
PAX8 reporter: inhibitors of PAX8-driven TPO luciferase reporter, primary screen, RMG-I cells, single concentration; inhibition, % at 12.6 µM; SteadyGlo, 24 h; AID 652154, 2013; 1.2% of 360,000 active;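 active = mean replicate inhibition at least 60% with every replicate also reaching 60%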;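 note: luciferase light reporting Pax8 driven TPO promoter activity; plate controls were median of neutral control wells for no effect and mitoxantrone controls for full effect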
EWS-Fli inh: EWS/Fli-driven NR0B1 reporter inhibitors, primary screen, A673 cells, NR0B1 luciferase, luminescence, MLPCN library; viability-normalised; inhibition, % at 12.6 µM; 0.67% of 350,000 active;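 active = mean inhibition of at least 50% after viability correction, with every replicate also passing that limit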;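 note: firefly luciferase signal divided by Alamar Blue viability fluorescence both relative to DMSO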
PGC1a acetyl inh: inhibitors of PGC1a acetylation signal, primary screen, cell-based, U2OS, AlphaScreen, inhibitor mode. AlphaScreen anti-acetyl-lysine; with virally co-expressed GCN5 acetyltransferase. inhibition, % at 15.6 µM. 0.17% of 350,000 active;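 active = every replicate shows inhibition of at least 40%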;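 note: 0% = neutral control wells and 100% = positive control wells; some results beyond the cut were filed as inactive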
S100A4 inh HTS: inhibitors of S100A4-myosin IIA peptide binding, primary screen, biochemical, fluorescence polarization, TAMRA-MyoIIA peptide. 0.14% of 360,000 active. Protein S100-A4 (Homo sapiens), P26447. inhibition, % at 10.7 µM. AID 652163, 2013;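 active = mean inhibition of at least 70% across replicates, with every replicate also reaching that level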
Target sequence (P26447 whole entry, looked up): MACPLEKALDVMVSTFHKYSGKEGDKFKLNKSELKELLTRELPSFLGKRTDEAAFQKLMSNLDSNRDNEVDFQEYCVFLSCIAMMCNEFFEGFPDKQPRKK
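Test system: S100A4 monomer protein; Medium: HEPES pH 7.2 with CaCl2, KCl, NaCl, DTT, Triton; Probe or stimulus: TAMRA-labelled myosin IIA heavy-chain peptide probe, 5 nM; Doses: one dose per compound; Times: polarization read 5 min after assay mix addition, stable 5–60 min; Benchmarks: neutral control DMSO, positive control TFP.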
Numbers without * were called inactive; nt = not tested or not shown.

Under each structure – FN deposition inh | PglD inh | ERAP1 inh | LGR2 antag | PAX8 reporter | EWS-Fli inh | PGC1a acetyl inh | S100A4 inh HTS
- CCN(CC)C(=O)c1oc2ccc(S(=O)(=O)N3CCCCCC3)cc2c1C
  nt | 4 | 6 | -9 | nt | -12 | 2 | 0
- CC1(C)N=C(N)N=C(N)N1c1cccc(CC(=O)Nc2ccccc2)c1
  nt | 0 | -3 | -27 | 19 | 12 | nt | -3
- O=C(CSc1nnc(-c2ccccc2)c2ccccc12)NCCN1C(=O)CSC1=O
  -6 | -2 | 4 | -1 | 27 | 3 | -8 | 0
- CCOC(=O)c1ccc(S(=O)(=O)N2CCC(C(=O)NCC3COc4ccccc4O3)CC2)cc1 (centres undefined)
  -9 | -4 | 5 | -4 | 4 | 6 | 2 | 2
- CCCc1cc(-c2n[nH]c(C(=O)OCC)c2-c2cscn2)c(O)cc1O
  nt | 0 | 1 | 25 | nt | 11 | 8 | 1
- N#C[C@@H]1[C@@H](c2ccc(C3=CCCCC3)cc2)[C@H](CO)N1C(=O)NC1CCCC1
  3 | nt | 25 | -5 | nt | 0 | nt | 1
- CC(C)C#Cc1cnc2c(c1)C(=O)N([C@H](C)CO)C[C@H](C)[C@H](CN(C)C(=O)c1cccc(F)c1)O2
  -1 | 1 | 0 | 0 | nt | -2 | 7 | 8
- O=C(O)CCN(Cc1ccccc1)S(=O)(=O)c1c(Cl)cccc1Cl
  2 | -1 | 4 | 28 | 9 | -11 | nt | -1
- CCCNC(=O)C1(C)CCN1C(=O)c1ccc(C(C)(C)C)cc1 (centres undefined)
  9 | -1 | -1 | -18 | 7 | 8 | -10 | 5
- COc1ccc(CCNC(=O)C/C(C)=N/NC(=O)c2ccc([N+](=O)[O-])cc2Cl)cc1OC
  5 | -3 | 3 | -12 | -23 | -9 | nt | 1
- COc1ccc(-n2nc3c(N)n[nH]c3cc2=O)cc1
  nt | -3 | 11 | -2 | -1 | 2 | 9 | 0
- CN(CCc1ccccc1)C(c1cc2ccccc2o1)c1nnnn1C(C)(C)C (centres undefined)
  3 | nt | 1 | 32 | 7 | 5 | nt | 7
- C[C@H]1CN([C@@H](C)CO)C(=O)Cc2cc(NC(=O)Cn3cnnn3)ccc2O[C@H]1CN(C)S(=O)(=O)c1cn(C)cn1
  nt | 1 | 1 | 5 | 5 | 1 | 0 | 10
- CC1(C(=O)NCc2ccccc2)CSCC(=O)N1Cc1cccc(C(F)(F)F)c1 (centres undefined)
  4 | nt | nt | -1 | -7 | -1 | nt | 7
- C[C@@H]1CN([C@H](C)CO)C(=O)c2cc(NC(=O)C3CCCCC3)ccc2O[C@H]1CN(C)Cc1ccc2c(c1)OCO2
  -6 | -4 | -1 | -8 | nt | -4 | -6 | 1
- C/C=C/c1cnc2c(c1)C(=O)N([C@@H](C)CO)C[C@H](C)[C@H](CN(C)C(=O)c1cccc(F)c1)O2
  3 | 2 | 7 | -6 | -10 | -25 | 4 | -8
- CCCc1cc(=O)[nH]c(SCC(=O)N2N=C(c3ccc(Cl)cc3)CC2c2ccco2)n1 (centres undefined)
  3 | nt | 2 | -26 | 24 | 2 | nt | -4
- NC(=O)c1ccc(NC(=O)COC(=O)C2CC3C=CC2C3)cc1 (centres undefined)
  0 | -6 | 4 | 2 | -6 | 1 | 7 | 0
- O=C(Nc1ccc(Cl)c(Cl)c1)N[C@H]1CC[C@H](CCNC(=O)c2ccc(F)cc2)O[C@H]1CO
  3 | -4 | -1 | -14 | -24 | -7 | -2 | -1
- COC(=O)[C@H]1[C@H](CO)[C@H]2Cn3c(ccc(-c4ccc(OC)cc4)c3=O)[C@H]2N1C
  nt | 5 | -8 | 0 | nt | -5 | nt | -3
- S=c1nc(C2CCCCC2)[nH]c2ccccc12
  5 | nt | 1 | -5 | -7 | -14 | nt | -4
- COCC(=O)N(C)C[C@@H]1Oc2cc(C#CCN(C)C)ccc2S(=O)(=O)N([C@H](C)CO)C[C@@H]1C
  5 | 0 | -6 | -4 | nt | -1 | 1 | 11
- Cc1ccccc1C(=O)N(C)[C@H]1C[C@H]2c3[nH]c4c(-c5ccccc5)cccc4c3CCN2C(=O)[C@H]1[C@H](C)O
  0 | nt | 3 | 25 | 17 | 8 | nt | -17
- O=C(CN(C(=O)CCC(=O)Nc1ccccn1)c1ccc(F)cc1)NCc1ccc(F)cc1
  -4 | -4 | 2 | 5 | 7 | -12 | nt | -2
- C[C@@H]1CCCCO[C@H](CN(C)Cc2ccc(C(F)(F)F)cc2)[C@@H](C)CN([C@H](C)CO)C(=O)c2cc(NS(=O)(=O)c3cccs3)ccc2O1
  nt | 3 | 1 | -2 | 24 | 5 | 14 | 30
- Cc1c(C(=O)OCC(=O)N2CC(C)CC(C)C2)oc2ccccc12 (centres undefined)
  7 | -6 | 0 | -19 | nt | 6 | nt | 3
- CN(C)CCN(CC1CCCN(Cc2ccccc2F)C1)C(=O)c1ccc(Cl)cc1 (centres undefined)
  -1 | -6 | -1 | -8 | -7 | 5 | nt | -24
- Cc1ccc(S(=O)(=O)N(C)C[C@H]2Oc3ncc(-c4ccncc4)cc3C(=O)N([C@@H](C)CO)C[C@@H]2C)cc1
  -5 | 0 | 0 | -29 | nt | 2 | 3 | -3
- CN(C)CC(=O)N[C@@H]1CC[C@H](CC(=O)NCc2ccccc2F)O[C@H]1CO
  nt | 6 | 2 | 11 | -11 | -10 | 3 | -3
- Cc1cccc(CN2CCCC(C(=O)Nc3ccccc3Oc3cccnc3)C2)c1 (centres undefined)
  2 | -5 | 1 | 1 | 23 | 10 | -5 | -2
- CCCc1cc(=O)[nH]c(SC(C)C(=O)N2c3ccccc3CC2C)n1 (centres undefined)
  14 | 6 | 2 | 10 | 18 | -1 | 2 | -2
- C[C@@H]1CN([C@H](C)CO)C(=O)c2cc(NC(=O)C3CC3)ccc2O[C@@H]1CN(C)C(=O)Nc1ccc(C(F)(F)F)cc1
  nt | 1 | -3 | 2 | nt | -2 | 3 | -4
- CC(=O)N(C)c1ccc(N=Nc2ccc3ncccc3c2)cc1
  nt | 11 | 1 | 66* | -93 | -12 | -2 | 0
- CN(C)C(=O)C[C@@H]1CC[C@H]2[C@@H](COC[C@H](O)CN2C(=O)c2ccncc2)O1
  13 | 4 | -1 | 14 | -6 | 8 | 10 | 2
- CN1C(=O)c2cc(NC(=O)NC3CCCC3)ccc2OC[C@@H]2O[C@@H](CC(=O)NCC3CC3)CC[C@@H]21
  -8 | 3 | 0 | -1 | -21 | -7 | -9 | 0
- CCCNC(=O)N[C@@H]1CC[C@@H](CCn2cc(C3CCCC3)nn2)O[C@@H]1CO
  -4 | 2 | -2 | 0 | 0 | -2 | -2 | -3
- COc1ccc(-c2ccc(CN3C(C)C(=O)N(Cc4cn(CCC5OCCO5)nn4)CCS3(=O)=O)cc2)cc1 (centres undefined)
  -8 | -6 | -7 | 7 | -6 | -4 | -12 | 7
- COCCN(C[C@H]1N[C@H](CO)[C@H]1c1ccc(-c2cccc(F)c2)cc1)C(C)=O
  1 | 0 | -1 | 5 | 1 | -2 | 1 | -2
- C=CCn1c(O)c(C2=c3ccccc3=NC2=O)s/c1=N/c1nccs1
  -5 | nt | nt | -1 | 10 | -5 | 18 | -13
- COCC(=O)N1CC2(C1)[C@H](c1ccc(-c3ccccc3)cc1)[C@@H](CO)N2C(=O)COC
  nt | nt | 1 | -4 | nt | 3 | 8 | -10
- CCNC(=O)C[C@H]1CC[C@@H]2[C@H](COc3ccc(NC(=O)c4cccs4)cc3C(=O)N2C)O1
  -14 | -1 | 1 | 12 | -4 | -2 | 4 | 8
- C[C@@H]1CCCCO[C@@H](CN(C)S(C)(=O)=O)[C@@H](C)CN([C@@H](C)CO)C(=O)c2cc(NC(=O)CCC(F)(F)F)ccc2O1
  nt | 0 | -1 | 3 | -4 | 1 | -4 | -6
- N#Cc1c(NC(=O)c2cc([N+](=O)[O-])ccc2N2CCOCC2)sc2c1CCCC2
  15 | nt | 7 | -17 | 1 | 5 | nt | -2
- O=C(NN=Cc1ccccc1O)C(=O)Nc1ccc(F)cc1
  -2 | nt | -3 | -13 | -35 | 2 | nt | -2
- CN(C(=S)Nc1ccccc1)c1ccccc1
  2 | 0 | nt | 6 | 7 | nt | -4 | nt

Record cards (already shown).
Entry for N#C[C@@H]1[C@@H](c2ccc(C3=CCCCC3)cc2)[C@H](CO)N1C(=O)NC1CCCC1 = FN deposition inh: 3; PglD inh: nt; ERAP1 inh: 25; LGR2 antag: -5; PAX8 reporter: nt; EWS-Fli inh: 0; PGC1a acetyl inh: nt; S100A4 inh HTS: 1
Entry for S=c1nc(C2CCCCC2)[nH]c2ccccc12 = FN deposition inh: 5; PglD inh: nt; ERAP1 inh: 1; LGR2 antag: -5; PAX8 reporter: -7; EWS-Fli inh: -14; PGC1a acetyl inh: nt; S100A4 inh HTS: -4
Entry for O=C(CSc1nnc(-c2ccccc2)c2ccccc12)NCCN1C(=O)CSC1=O = FN deposition inh: -6; PglD inh: -2; ERAP1 inh: 4; LGR2 antag: -1; PAX8 reporter: 27; EWS-Fli inh: 3; PGC1a acetyl inh: -8; S100A4 inh HTS: 0

Other compounds.
compound	FN deposition inh	PglD inh	ERAP1 inh	LGR2 antag	PAX8 reporter	EWS-Fli inh	PGC1a acetyl inh	S100A4 inh HTS
O=C(/C=C/Nc1ccccc1C(F)(F)F)c1ccco1	-1	0	-1	-50	-160	-61	11	-2
COc1ccccc1C(=O)Nc1nc(C)cc(C)n1	3	-4	-3	-4	5	6	-12	1
Cc1cc(NC(=O)C(C)SCC(=O)O)no1 (centres undefined)	nt	nt	0	-8	-7	-3	4	0
COc1ccccc1-c1c(C)nn2c(N3CCN(Cc4ccccc4)CC3)cc(C)nc12	0	-2	9	nt	21	18	-4	-2
CC1(c2nnnn2-c2ccc3c(c2)OCCO3)CCC(=O)N1CC(F)(F)F (centres undefined)	2	nt	10	-55	-69	-59	nt	-3
COc1ccc(-c2oc3ccccc3c2C#Cc2cncn2C)cc1	24	-4	-1	-25	-19	38	-1	1
C[C@@H]1CCCCO[C@H](CN(C)C(=O)CCC(F)(F)F)[C@H](C)CN([C@H](C)CO)C(=O)c2cc(NC(=O)c3ccccc3)ccc2O1	-6	1	-3	0	-1	4	-1	-2
CCn1c(=O)cc(SCC(=O)NCc2cccnc2)c2ccccc21	1	6	nt	4	nt	nt	11	nt
C[C@@H]1CN([C@@H](C)CO)C(=O)c2cccc(NS(=O)(=O)c3ccc(Cl)cc3)c2O[C@@H]1CN(C)CC1CC1	nt	7	2	-5	-5	1	15	-6
COCCSc1nnc(NC(=O)C2CC(=O)N(c3ccccc3)C2)s1 (centres undefined)	nt	nt	2	-9	-21	1	nt	-1
Cc1sc(NC(=O)CN2CCCC2)nc1-c1ccc2c(c1)CCN2C(=O)c1ccc(F)cc1	-7	-3	-2	6	5	-41	nt	0

Screening results from PubChem BioAssay.
